F508del corr = F508del CFTR correction, initial screen, CFBE line, single point; CFBE cells, YFP halide quenching; stimulated with forskolin plus potentiator P3; % fluorescence drop versus neutral controls; activity (quench increase), % at 7.58 µM; hit rate 0.36% among 350,000;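 active = mean added fluorescence quench of at least 8% versus neutral control, with both replicates also reaching 8%; inconclusive = only one of the mean or replicate conditions met; inactive = mean below 8% and not both replicates reaching 8%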;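 note: cells transiently co-express mutant CFTR-F508del with the halide-sensitive YFP; corrector assay measuring rescue of mutant channel to the surface after 24 h compound exposure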
DENV2 CPE rescue = inhibitors of DENV2 cytopathic effect, primary screen, cell-based, plate reader, single concentration. DENV2-infected cells, cytopathic effect rescue. CPE inhibition, % at 9.99 µM. hit rate 1.7% among 350,000; in the data active = CPE inhibition above about 20%, passing the limit was not always enough; inconclusive = no clear call, values can overlap the other calls; tested in BHK-21 cells;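 note: 0% = median of neutral control wells and 100% = median of positive control wells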
miR122 inh = miR-122 Renilla sensor signal increase in Huh7, primary screen, miR-122 inhibitor project, cell-based, single point, plate reader; Huh7 miR-122 Renilla luciferase sensor, 48 h; neutral wells = 0, positive control = 100; activation (reporter increase), % at 12.5 µM; hit rate 0.3% among 340,000; AID 602342, 2012;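 active = mean replicate activation score at least 90 and every replicate individually at or above 90; inconclusive = only one of the two criteria met; inactive = neither criterion met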;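 note: higher luciferase means less miR-122 activity so hits act as miR-122 inhibitors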
FN deposit inh = inhibitors of fibronectin matrix deposition, primary screen, AH1F cells, Alexa488-fibronectin fluorescence, plate reader; AH1F fibroblasts, overnight; inhibition, % at 12.6 µM; hit rate 0.086% among 350,000;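 active = mean inhibition across replicates of 30% or more, regardless of how many single replicates reach that level; inconclusive = mean under 30% yet at least half of replicates reach 30%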;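 note: positive control wells lacked labelled fibronectin entirely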
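test system = AH1F fibroblasts assembling fluorescent fibronectin matrix | quantity = 10000 AH1F cells per well | buffer or medium = DMEM plus 2% serum, read in PBS | doses = single dose, pinned | incubation = 1 h cell attachment, overnight exposure to compound and label | detection = fluorescence at 485 nm excitation, 525 nm emission | read-out basis = inhibition from reduced deposited-fibronectin fluorescence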
EWS-Fli block = EWS/Fli-driven NR0B1 reporter inhibitors, primary screen, A673 cells, NR0B1 luciferase, luminescence, MLPCN library. viability-normalised. inhibition, % at 12.6 µM. hit rate 0.67% among 350,000;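 active = mean inhibition of at least 50% after viability correction, with every replicate also passing that limit; inconclusive = mean reaches 50% but only one of two replicates passes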;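 note: firefly luciferase signal divided by Alamar Blue viability fluorescence both relative to DMSO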
PAX8 inh HTS = inhibitors of PAX8-driven TPO luciferase reporter, primary screen, RMG-I cells, single concentration | SteadyGlo, 24 h | inhibition, % at 12.6 µM | hit rate 1.2% among 360,000;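 active = mean replicate inhibition at least 60% with every replicate also reaching 60%; inconclusive = only one of the two criteria is met; inactive = mean below 60% and not all replicates reaching 60%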;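 note: luciferase light reporting Pax8 driven TPO promoter activity; plate controls were median of neutral control wells for no effect and mitoxantrone controls for full effect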
GSIS activator = GLuc luminescence reporter in INS-1E cells, primary screen for activators of glucose-dependent secretion of insulin; INS-1E GLuc reporter insulin secretion, 2-3 h; activation, % at 16.6 µM; hit rate 0.61% among 370,000; AID 743287, 2014;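 active = lowest replicate activation of at least 40%, so every replicate reaches that level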;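 note: 0% = median of neutral control wells and 100% = median of IBMX positive control wells; some compounds called inactive have numbers as strong as hits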
* marks the source's active call; other numbers are inactive results; ? = inconclusive; / = not tested or not shown; [ ] = another dose, or the depositor's remark.

Structure | PAX8 inh HTS | F508del corr | GSIS activator | miR122 inh | EWS-Fli block | FN deposit inh | DENV2 CPE rescue
COc1ccc(NC(=O)N(C)C[C@@H]2OCCCC[C@@H](C)Oc3ccc(NC(=O)Nc4cccc5ccccc45)cc3C(=O)N([C@H](C)CO)C[C@@H]2C)cc1 | -6 | -0.4 | 19 | 9[16.7 µM] | -1 | / | -7
COc1ccc(NC(=O)Nc2ccc3c(c2)C(=O)N([C@@H](C)CO)C[C@@H](C)[C@H](CN(C)C(=O)c2ccccc2)OCCCC[C@H](C)O3)cc1 | 3 | -1.6 | -10 | -1[16.7 µM] | -2 | / | /
COCC(=O)Nc1ccc2c(c1)C(=O)N(C)C[C@@H](OC)[C@@H](C)CN(Cc1cc(F)ccc1F)[C@@H](C)CO2 | 17 | -1.5 | -8 | / | 3 | 11 | 0
C=CC[C@H]1Cc2c(cccc2[N+](=O)[O-])[C@H](CC=C)N1 | 22 | 0.8 | 14 | -2 | -4 | -4 | -7
O=C(C[C@@H]1C/C=C\CCCC(=O)OC[C@@H](c2ccccc2)NC1=O)NCCO | -33 | -4.3 | 12 | -12 | -4 | -5 | -5
CC(=O)Nc1ccc(/C=N/Nc2ccc(C(=O)c3c(C)cc4ccccn34)cc2[N+](=O)[O-])cc1 | 13 | 0.7 | 65 | / | -5 | -9 | /
Cc1ccc(S(=O)(=O)N(C)C[C@@H]2Oc3ccc(NC(=O)C4CCCCC4)cc3C(=O)N([C@@H](C)CO)C[C@H]2C)cc1 | 3 | -2.8 | -19 | -3[16.7 µM] | 10 | / | -14
CC(=O)c1ccc(NC(=O)C2CCCN(c3ncnc4c3nc3n4CCCCC3)C2)cc1 (stereo not given) | 9 | 2.2 | -15 | -4 | / | -3 | -1
O=C(C[C@@H]1C=C[C@H](NC(=O)Cc2ccccn2)[C@@H](CO)O1)NCCc1ccncc1 | -2 | -1.0 | 8 | / | 0 | -10 | 18
O=C(NCCN1CCOCC1)c1ccc(Cl)c(S(=O)(=O)N2CCOCC2)c1 | -1 | 1.3 | 19 | / | 2 | / | 0
Cc1cc(C)nc(/N=C2\NC(=O)CC(C(=O)O)N2c2ccc(Oc3ccccc3)cc2)n1 (stereo not given) | -1 | / | / | 2 | / | 3 | /
CC1=C(C(=O)OC2CCCCC2)C(c2ccccc2Br)NC(=O)N1 (stereo not given) | 24 | -2.3 | -21 | -1 | -2 | -7 | -9
Cc1cccc(NC(=O)CSc2nc(C)nc3c2c(=O)n(C)c(=O)n3C)c1 | 9 | -1.0 | / | -5 | -7 | -2 | -1
COC(=O)C1Cc2ccccc2CN1C(=O)CCl (stereo not given) | -2 | -0.7 | 16 | / | 41 | -3 | 4
COc1ccc(S(=O)(=O)Nc2ccc3c(c2)C(=O)N([C@@H](C)CO)C[C@H](C)[C@@H](CN(C)C)O3)cc1 | -14 | 1.1 | 18 | -3[16.7 µM] | -5 | / | 13
COCc1cc(C)n(CC(=O)N/N=C/c2ccc(-c3ccc(Cl)c(C(=O)O)c3)o2)c(=O)c1C#N | -4 | / | -4 | -8 | / | -2 | /
COc1cccc(-c2ccc([C@H]3[C@H]4CN(S(=O)(=O)c5cccs5)CCCCN4[C@H]3CO)cc2)c1 | -4 | 3.1 | 5 | 8[16.7 µM] | -5 | / | 7
Cc1noc(C)c1NC(=O)N(C)C[C@@H]1OCCCC[C@H](C)Oc2ccc(NC(=O)c3ccncc3)cc2C(=O)N([C@@H](C)CO)C[C@@H]1C | -22 | -2.2 | 3 | -1[16.7 µM] | -5 | / | 18
COc1ccc(S(=O)(=O)N(C)C[C@@H]2OCCCC[C@@H](C)Oc3ccc(NC(=O)C4CCCCC4)cc3C(=O)N([C@@H](C)CO)C[C@@H]2C)cc1 | 27 | -0.3 | -1 | 4[16.7 µM] | 6 | -8 | -1
CCOc1cc(C(=O)N2CCCN(C)CC2)cc(OCC)c1OCC | 1 | 3.0 | -10 | -2 | 0 | 2 | 3
COc1ccc(CCN2CC(C(=O)NCCCc3ccncc3)CCC2=O)cc1 (stereo not given) | -8 | -0.6 | 2 | 1 | 7 | -6 | 5
Cc1noc(C)c1NC(=O)Nc1ccc2c(c1)CC(=O)N([C@H](C)CO)C[C@@H](C)[C@H](CN(C)C(=O)Nc1ccccc1)O2 | -11 | -2.2 | 23 | 7[16.7 µM] | -6 | / | 6
N#C[C@@H]1[C@@H](c2ccccc2C2=CCCC2)[C@H](CO)N1C(=O)NC1CCCCC1 | / | -2.4 | -12 | / | -6 | -4 | -9
C[C@H](CO)N1C[C@H](C)[C@H](CN(C)Cc2ccccc2)Oc2ncc(-c3ccccc3F)cc2C1=O | / | 2.0 | 12 | 2[16.7 µM] | -1 | -1 | -3
CCCCN1CC(N2CCCC2)CS1(=O)=O (stereo not given) | 6 | -3.6 | 9 | / | -14 | 3 | 0

The final 2 entries of the section above lead into the next.
Structure | PAX8 inh HTS | F508del corr | GSIS activator | miR122 inh | EWS-Fli block | FN deposit inh | DENV2 CPE rescue
C[C@H](CO)N1C[C@H](C)[C@H](CN(C)Cc2ccccc2)Oc2ncc(-c3ccccc3F)cc2C1=O | / | 2.0 | 12 | 2[16.7 µM] | -1 | -1 | -3
CCCCN1CC(N2CCCC2)CS1(=O)=O (stereo not given) | 6 | -3.6 | 9 | / | -14 | 3 | 0
CC(=O)c1cccc(NC(=O)Nc2ccc3c(c2)OCO3)c1 | -265 | -3.6 | 20 | 0 | -115 | -2 | 9
C/C(N)=C(/C#N)C(=O)COC(=O)[C@@H](NC(=O)c1ccccc1Cl)C(C)C | 26 | 2.1 | 4 | -6 | -9 | 1 | 0
CCCS(=O)(=O)NC(=O)C1(C)CCCN(C(=O)c2cc(F)cc(F)c2)C1 (stereo not given) | -2 | 0.8 | 4 | / | 5 | -1 | 1
N#Cc1ccccc1OCC(=O)OCC(=O)NCc1ccc2c(c1)OCO2 | 6 | -0.6 | -16 | -11 | -1 | 4 | 13
C/C=C/c1ccc([C@@H]2[C@H](CO)N(C(=O)c3cnccn3)C23CN(C(C)=O)C3)cc1 | -7 | 0.2 | -1 | / | 4 | / | 3
CCC(=O)Nc1ccc2c(c1)OC[C@@H](C)N(C(=O)Nc1ccccc1F)C[C@@H](C)[C@H](OC)CN(C)C2=O | 9 | -2.6 | 14 | / | -11 | 11 | 22*
C[C@H](O)C#Cc1ccc2c(c1)O[C@H](CN(C)C(=O)CN(C)C)[C@H](C)CN([C@H](C)CO)S2(=O)=O | -3 | -0.9 | 7 | / | -6 | / | 42*
COc1ccccc1NC(=O)CSc1nnnn1-c1ccccc1F | -5 | 3.8 | -2 | -4 | 2 | 3 | 0
CC1=C(N2CCCCC2)CCC1=O | -8 | 2.6 | 6 | / | -3 | -19 | -5
C/C(=N/NC(=O)CNC(=O)CCc1ccccc1)c1ccc(Cl)c(Cl)c1 | 14 | -0.3 | -3 | / | 0 | 5 | 2
Cc1cc(NC(=O)CC(C)C)c(=O)n(Cc2cccc(F)c2)c1 | -2 | -2.1 | 4 | -9 | 11 | -2 | -6
CCOCC(=O)Nc1nnc(Cc2ccc(OC)c(OC)c2)s1 | -5 | / | / | -11 | / | -1 | /
C[C@@H]1CN([C@H](C)CO)C(=O)c2cc(NC(=O)NC3CCCCC3)ccc2O[C@H]1CN(C)C(=O)Nc1ccc2c(c1)OCO2 | -29 | 2.6 | -6 | 2[16.7 µM] | -3 | 9 | -6
COCC(C)NS(=O)(=O)c1ccc(C(=O)NCCCn2ccc3ccccc32)cc1 (stereo not given) | 19 | 1.5 | -6 | / | 5 | 0 | 0
CCC(=O)N1C[C@@H]2[C@H](c3ccccc31)[C@@H](CO)N2Cc1cc(F)ccc1F | -1 | -1.3 | 8 | 3[16.7 µM] | 7 | / | 11
O=C(OCC(=O)N1CCOCC1)c1cc(F)c(F)cc1Cl | -9 | -1.5 | 8 | -5 | 2 | -5 | -3
Cc1ccc(C(=O)NC(=S)Nc2ccccc2N2CCCC2)cc1[N+](=O)[O-] | 43 | / | 16 | -6 | 12 | 6 | 0
N#CC(C#N)=Cc1cc2ccccc2nc1N1CCCCC1 | 13 | -4.1 | -16 | / | -2 | -1 | -13
Cc1noc(C)c1NC(=O)Nc1ccc2c(c1)C(=O)N([C@@H](C)CO)C[C@H](C)[C@H](CN(C)C(=O)Nc1c(C)noc1C)O2 | -36 | 4.6 | -1 | 7[16.7 µM] | -8 | / | ?
CN(C)c1cccc(C(=O)OCCCC(=O)c2ccc(F)cc2)c1 | -31 | 2.3 | 3 | -5 | -16 | -1 | -1
COCC#Cc1ccc2c(c1)O[C@H](CN(C)Cc1cccnc1)[C@H](C)CN([C@H](C)CO)S2(=O)=O | 7 | / | 8 | 4[16.7 µM] | 17 | 7 | 2
O=[N+]([O-])c1ccc(C[n+]2cccc(O)c2)cc1 | -5 | -3.5 | -2 | 2 | -15 | -6 | 67*
Cc1ccccc1Cn1cc(C)c(=O)[nH]c1=O | 4 | 0.5 | -4 | 21 | 6 | -9 | -2
Cc1ccc(-c2nc(COC(=O)C3=NN(c4ccccc4)C(=O)CC3)cs2)cc1 | -26 | -0.1 | / | 1 | -33 | -6 | 3
COCC(=O)N1CC2(C1)CN(Cc1ccccc1Cl)[C@@H](CO)c1c2c2ccc(OC)cc2n1C | 25 | -0.6 | 2 | / | 1 | / | -9

(listing goes on)
Structure | PAX8 inh HTS | F508del corr | GSIS activator | miR122 inh | EWS-Fli block | FN deposit inh | DENV2 CPE rescue
C[C@@H]1CN([C@H](C)CO)C(=O)c2cccc(NC(=O)NC3CCCCC3)c2O[C@H]1CN(C)S(=O)(=O)c1ccc(Cl)cc1 | -13 | 1.7 | -12 | -3[16.7 µM] | 2 | 0 | -6
CCN(CC)S(=O)(=O)c1cccc(N=Nc2sc(N)nc2C)c1 | -11 | 0.9 | 5 | 2 | 3 | 2 | -1
C[C@H](CO)N1C[C@H](C)[C@H](CN(C)C(=O)Nc2ccc(C(F)(F)F)cc2)OCCCC[C@H](C)Oc2ccc(NC(=O)Nc3ccccc3)cc2C1=O | 17 | 0.1 | 6 | 0[16.7 µM] | -17 | -4 | 0
CCC(C)N1CCN(C(=O)c2cc(OC)cc(OC)c2)CC1 (stereo not given) | -3 | 0.5 | 9 | -3 | -1 | 3 | 4
Cc1ccc(S(=O)(=O)N2CCC(C(=O)Nc3ccccc3N3CCCC3)CC2)cc1 | 14 | 4.4 | -6 | / | 11 | 4 | 8
CCc1nc2ccc(C(=O)N3CCN(S(=O)(=O)CC)CC3)cn2c1N(C=O)CCC(C)C | 3 | -1.0 | 16 | -3 | -3 | 7 | 0
COc1ccccc1NS(=O)(=O)c1cccc(C(=O)NCC(c2ccco2)N2CCCC2)c1 (stereo not given) | 13 | -1.9 | 0 | -4 | -7 | 1 | -2
COc1ccc(C2CC(c3ccc4ccccc4c3)=NN2C(=O)CNC2CCCCC2)cc1 (stereo not given) | 1 | 2.0 | 7 | / | 9 | -3 | /
C[C@H]1CN([C@@H](C)CO)C(=O)Cc2cc(NC(=O)CCN3CCOCC3)ccc2O[C@@H]1CN(C)C(=O)Nc1ccc2c(c1)OCO2 | -29 | -3.7 | 0 | 0[16.7 µM] | -10 | / | -3

Screening results deposited in PubChem BioAssay by Broad Institute.
